Bim-Mcl-1 = inhibitors of Bim-Mcl-1 interaction, human. Q07820. Bead-based flow cytometry, Bim peptide-Mcl-1 binding. inhibition, % at 10 µM. 0.1% of 190,000 active; in the data active = inhibition above about 40%;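 note: 0% = no compound tracer wells and 100% = peptide blocker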
Target sequence (Q07820 whole entry, looked up): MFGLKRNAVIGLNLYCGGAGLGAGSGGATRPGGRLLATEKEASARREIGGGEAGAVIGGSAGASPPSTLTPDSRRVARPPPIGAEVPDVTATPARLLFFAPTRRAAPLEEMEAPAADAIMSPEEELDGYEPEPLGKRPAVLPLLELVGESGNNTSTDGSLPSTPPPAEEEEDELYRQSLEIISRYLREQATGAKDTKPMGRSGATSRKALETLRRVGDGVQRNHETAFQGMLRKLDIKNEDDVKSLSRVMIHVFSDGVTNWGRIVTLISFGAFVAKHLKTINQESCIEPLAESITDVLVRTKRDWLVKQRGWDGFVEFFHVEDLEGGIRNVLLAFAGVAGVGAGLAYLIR
Cdc42 wt GTP = human Cdc42 wildtype GTP binding change, either direction. P60953. GST-Cdc42 beads, Bodipy-GTP binding, flow cytometry; actives lie on both sides. percent activity (GTP binding), % at 10 µM. 0.2% of 190,000 active;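 active = percent activity GTP binding at least 20 points away from the 100% baseline, either down as inhibitor or up as activator; inconclusive = compound flagged as likely green fluorescent from well-wide comparison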;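 note: median bead fluorescence of bound Bodipy-FL-GTP at 100 nM; 0% = excess unlabeled GTP control and 100% = no compound control; below 100% means less GTP binding so inhibitor and above means activator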
Rab7 wt modul = modulators of GTP binding to dog Rab7 wildtype GTPase; 0.055% of 190,000 active; AID 758; GTP binding activity (percent of control), % at 10 µM; GST-Rab7 beads, fluorescent GTP binding, flow cytometry; actives lie on both sides; untreated = 100%, excess cold GTP = 0%;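 active = fluorescent GTP binding to Rab7 beads changed by at least 20 points from the 100% baseline, either direction, mostly lower; inconclusive = compound itself probably fluorescent, or too few beads counted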;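 note: median green fluorescence of bound Bodipy-FL-GTP per Rab7 bead population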
RGS8-Gao reg = modulates binding of RGS8 to human Galphao. multiplexed bead flow cytometry; actives lie on both sides. 0.34% of 220,000 active. P09471. response (percent of control binding), % at 10 µM; in the data active = response below about 60% or above about 140%; inactive = in between;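 note: Galphao activated as the GDP aluminium fluoride complex binding bead-coupled RGS8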
Target sequence (P09471 whole entry, looked up): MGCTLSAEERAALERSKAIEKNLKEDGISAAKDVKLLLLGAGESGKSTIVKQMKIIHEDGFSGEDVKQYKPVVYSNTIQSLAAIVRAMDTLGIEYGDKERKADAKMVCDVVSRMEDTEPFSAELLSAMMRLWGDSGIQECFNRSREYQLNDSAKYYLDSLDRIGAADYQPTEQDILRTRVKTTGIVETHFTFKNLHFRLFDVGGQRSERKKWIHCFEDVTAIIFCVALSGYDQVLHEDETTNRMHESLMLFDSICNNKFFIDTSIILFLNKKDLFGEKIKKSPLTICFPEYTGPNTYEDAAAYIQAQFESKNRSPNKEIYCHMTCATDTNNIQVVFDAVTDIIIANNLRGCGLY
HRas wt GTP bind = modulators of GTP binding to human HRas wildtype; GST-Ras wt beads, Bodipy-FL-GTP binding, flow cytometry; actives lie on both sides; P01112; GTP binding activity, % at 10 µM; 0.14% of 190,000 active;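 active = GTP binding activity at least 20% away from the 100% baseline, either lowered as inhibitor or raised as activator; inconclusive = flagged as likely green fluorescent, judged across all proteins in the well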;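 note: 0% = unlabeled GTP competition control and 100% = no-compound control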
Target sequence (P01112 whole entry, looked up): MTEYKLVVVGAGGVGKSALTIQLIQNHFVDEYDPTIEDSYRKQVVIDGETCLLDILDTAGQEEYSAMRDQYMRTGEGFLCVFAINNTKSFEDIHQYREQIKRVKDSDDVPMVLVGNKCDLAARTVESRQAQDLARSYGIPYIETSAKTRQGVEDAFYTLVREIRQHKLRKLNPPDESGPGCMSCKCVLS
Mcl1-Bid inh = Mcl-1/Bid interaction inhibition; Q07820; TR-FRET Mcl-1/Bid-Dy647 peptide binding, 1536-well; inhibition, % at 21.7 µM; 0.97% of 220,000 active;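 active = compounds that cut the binding signal by more than half at the single screening dose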;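 note: His-tagged Mcl-1 with europium anti-His antibody binding Bid BH3 peptide; 0% = Mcl-1 plus peptide wells and 100% = peptide-only wells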
Rac1 act GTP bind = human Rac1 activated mutant GTP binding change | P63000 | GST-Rac1 activated beads, fluorescent GTP binding, flow cytometry; actives lie on both sides; 100% means binding = to untreated wells | percent activity (GTP binding), % at 10 µM | 0.11% of 190,000 active;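 active = GTP binding at least 20 percentage points away from the 100% baseline, in either direction, so actives lie on both sides; inconclusive = Compound likely fluorescent itself, or too few beads counted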
Mcl1-Noxa inh = disrupts binding of human Mcl-1 to Noxa peptide; inhibition, % at 21.7 µM; TR-FRET Mcl-1/Noxa peptide binding, 2 h; 1.5% of 220,000 active; Q07820; AID 1022;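 active = compounds that cut the protein-peptide binding signal by more than 50% relative to plate controls in a single-dose test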;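 note: His-tagged Mcl-1 with rhodamine Noxa BH3 peptide and terbium anti-His antibody; 0% = Mcl-1 plus Noxa peptide wells and 100% = peptide-only wells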
Pf gametocyte = inhibitors of late stage P. falciparum gametocyte viability. inhibition, % at 10.9 µM. AID 743093. P. falciparum stage V gametocytes, ATP luminescence, 24 h. 0.065% of 150,000 active;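 active = inhibition above the mean plus 3 SD of compounds within the control limits, set per campaign, cut at about 38% in these data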;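 note: 0% = DMSO wells and 100% = medium only without gametocytes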
Rab2A wt mod = changes GTP binding to wildtype dog Rab2A, up or down; GST-Rab2 wt beads, Bodipy-GTP binding, flow cytometry; 0.19% of 190,000 active; GTP binding activity, % at 10 µM; P61105;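 active = GTP binding activity at least 20 points away from 100%, either lowered or raised; inconclusive = signal likely due to the compound's own green fluorescence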;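 note: 0% = beads with excess unlabeled GTP and 100% = no-compound control corrected for plate trend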
Rac1 wt GTP bind = human Rac1 wildtype GTP binding, inhibitors and activators. P63000. GST-Rac1 beads, fluorescent GTP binding, flow cytometry; actives lie on both sides; 0 = cold GTP competed, 100 = untreated. GTP binding activity (% of control), % at 10 µM. 0.27% of 190,000 active. AID 757;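 active = GTP binding activity at least 20 points away from the 100% control level, either lower or higher; inconclusive = compound flagged as likely green fluorescent, judged across all proteins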
Numbers without * were called inactive; u = inconclusive; x = not tested or not shown. No enrichment for hits; 2.9% or so of the library scored in one or more.

SMILES	Bim-Mcl-1	Cdc42 wt GTP	Rab7 wt modul	RGS8-Gao reg	HRas wt GTP bind	Mcl1-Bid inh	Rac1 act GTP bind	Mcl1-Noxa inh	Pf gametocyte	Rab2A wt mod	Rac1 wt GTP bind
O=C1c2ccccc2C(Nc2ccccc2)N1c1ccc(Cl)cn1 (stereo not given)	0	101	98	101	101	1	98	14	x	101	98
Cc1sc(NC(=S)NC(=O)C2CCCCC2)c(C(N)=O)c1C	13	97	96	95	99	-54	98	10	6	102	99
Cc1ccc(NC(=O)C(OC(=O)c2ccccc2Cl)c2ccccc2)cc1Cl (stereo not given)	-30	96	103	103	99	-19	99	3	9	95	100
O=[N+]([O-])c1ccccc1/C=N/NC1=NS(=O)(=O)c2ccccc21	0	95	105	110	101	-3	98	15	-16	99	100
COC(=O)c1ccccc1NC(=S)N(Cc1ccc2c(c1)OCO2)Cc1cc2cc(OC)ccc2[nH]c1=O	-3	103	97	101	97	-19	100	-36	x	97	101
Cc1cccc(NC(=O)CN(C)S(=O)(=O)c2cnc[nH]2)c1	0	105	102	98	105	-12	101	12	x	101	104
CC(O)CN(C)CC/C=C1/c2ccccc2CSc2ccccc21 (stereo not given)	-5	100	97	102	98	-24	99	19	x	100	101
CCCCNC(=O)N1CCc2ccccc2C1	-3	103	100	105	101	-35	102	8	-23	102	104
COc1ccc(C(=O)CSc2nnc(-c3cc4ccccc4cc3O)n2Cc2ccco2)cc1	1	98	102	100	102	-15	94	13	11	103	101
Cc1cc(/C=C(\C#N)C(=O)NC2CCCCCC2)c(C)[nH]1	8	104	100	100	97	-51	99	2	-18	95	104
N/C(Cc1ccc([N+](=O)[O-])cc1)=N\OC(=O)COc1ccc2ccccc2c1	-4	101	101	100	100	-10	95	3	-10	98	103
CCS(=O)(=O)CCSc1nc(C)cc(C)n1	-9	100	101	100	100	3	99	-19	x	99	101
COc1cc(CN2C(=S)NC(C)(C)CC2(C)O)cc(OC)c1 (stereo not given)	-3	103	94	104	96	-49	99	1	-13	99	106
Cc1ccc([N+](=O)[O-])cc1NC(=O)CN1CCCCC1	-3	101	104	100	100	-28	100	6	17	100	105
O=C(Nc1ccc(Cl)cc1)N1CCC(CO)(Cc2ccccc2)CC1	-1	91	94	106	97	-21	95	11	-10	95	93
CC(C)[C@H](NC(=O)OCc1ccccc1)C(=O)OCC(=O)Nc1c(F)cccc1F	1	102	99	101	101	1	101	0	-42	102	104
COc1cccc(C2=NOC(C(=O)NCc3cccs3)C2)c1 (stereo not given)	-4	101	101	103	98	-24	95	-4	x	99	103
COc1cc(NC(=O)c2ccccc2)c(OC)cc1NC(=O)CN1CCN(c2ccccn2)CC1	2	95	94	96	95	-68	95	7	8	96	97
COc1ccccc1-c1nnc2n1N=C(C)CS2	-1	102	99	102	102	-12	99	12	23	101	105
CCOC(=O)C1=C(CC)Nc2ccccc2N=C1NC(=O)Nc1ccccc1OC	0	96	100	103	98	-16	97	-13	x	98	98
COc1cc(S(=O)(=O)N(Cc2ccc(C)cc2)Cc2ccco2)ccc1-n1cnnn1	2	104	100	100	104	-22	100	-14	x	102	104
N#Cc1nc(Cc2ccccc2)oc1N1CCC(Cc2ccccc2)CC1	-2	101	103	103	101	-12	101	20	x	102	107
Cc1ccc(C(=O)NCC(=O)OCC(=O)Nc2ccc(Cl)cc2C(F)(F)F)cc1C	-3	99	101	103	102	3	94	6	-11	100	101
CCCCn1c(CNC(=O)C23CC4CC(CC(C4)C2)C3)nnc1SCC(=O)Nc1nnc(C)s1	1	104	101	100	101	16	99	11	x	102	105
COc1ccc(-n2c(SCC(N)=O)nnc2-c2ccc(NS(=O)(=O)c3ccc(C)cc3)cc2)cc1	-3	97	104	98	101	-18	98	-12	2	101	106
Cn1nnnc1SCCNCc1ccc(Cl)cc1	-3	103	101	100	103	19	101	5	x	103	99
CC(C)OC(=O)c1cccc(C(=O)O)n1	0	106	105	101	103	-44	104	-23	x	104	110
CCCc1nnc(NC(=O)CCN2C(=O)c3ccccc3C2=O)s1	-8	92	90	100	90	6	90	x	x	89	87
COc1ccc(Nc2nc(N)nc(CSc3nccn3C)n2)cc1	0	98	103	102	96	-20	94	4	x	98	97
CCOC(=O)c1ccc(NC(=S)NN)cc1	-1	96	99	97	96	-78	96	-37	1	97	97
O=C(Nc1ccc(Cl)cc1)Nc1ccccc1CC[N+](=O)[O-]	0	101	101	104	98	4	95	17	-8	97	99
O=C(Nc1ccccc1)C1=C[C@@H](C2CCCCC2)C[C@@H](OCc2ccc(CO)cc2)O1	-3	94	93	97	94	-2	95	-23	x	95	96
CC1(C)CC2c3cccc(C(=O)O)c3C(=O)N2c2c1ccc1ccccc21 (stereo not given)	-1	100	94	113	94	-23	97	17	-11	92	100
CC12CC(NC(=O)N1c1cccc(C(=O)N3CCN(c4ccccc4F)CC3)c1)c1ccccc1O2 (stereo not given)	0	100	102	99	100	1	96	4	x	100	103
Cc1cc(NC(=O)c2ccc3c(c2)OCO3)no1	0	107	108	99	105	-11	101	28	x	105	102
COc1cc2c(-c3ccccc3O)nc3c(c(C)nn3-c3ccccc3)c2cc1OC	-3	104	99	118	93	-1	95	-19	x	92	94
CCC1(C)Cc2c(sc(NC(=S)NC(=O)c3ccccc3)c2C#N)CO1 (stereo not given)	-3	100	102	90	98	-22	99	19	-4	97	103
O=C(CCS(=O)(=O)c1ccc(Br)s1)NC1CCCC1	1	106	100	101	103	-13	102	0	x	102	103
CC(C)CC1NC(=O)N(CC(=O)Nc2ccc3c(c2)CCC3)C1=O (stereo not given)	0	u	u	104	u	-1	u	8	x	u	u
Cc1ccc(-c2nnc(N3CC(C)OC(C)C3)c3ccccc23)cc1 (stereo not given)	-3	96	104	95	100	91*	97	3	-15	101	97
O=C(NCc1ccco1)C1CCC(N2C(=O)C3C4CCC(C4)C3C2=O)CC1 (stereo not given)	4	97	103	102	98	-19	96	0	x	98	99
Cc1cc(C(=O)N(C2CCCCC2)C2CCCCC2)no1	3	107	104	99	106	-18	103	-14	-5	106	109
Cc1ccc(S(=O)(=O)NN2C(=O)c3ccccc3NC2c2ccccc2)cc1 (stereo not given)	0	95	92	104	94	-20	93	6	0	94	93
Cc1cccc(C)c1Nc1nnc(SCC(=O)NC2CCS(=O)(=O)C2)s1 (stereo not given)	-7	100	94	101	100	-22	99	14	0	99	104
Cc1ccsc1C1C2=C(CC(C)(C)CC2=O)Nc2ncnn21 (stereo not given)	-1	95	100	104	97	-5	96	7	x	100	96
O=C(CSc1ccc2nnc(-c3ccc(F)cc3)n2n1)NCC1CCCO1 (stereo not given)	1	103	103	97	102	x	98	x	x	101	101
Cc1sc(/N=C/c2ccccc2O)c(C#N)c1C	-1	104	102	102	105	-15	101	-17	x	105	110
CCOc1ccc(S(=O)(=O)Nc2ccc(S(=O)(=O)N3CCCC3)cc2)cc1	13	100	99	110	96	20	96	10	x	97	99
CCN1C(=C(C#N)C#N)C=Cc2ccccc21	0	93	105	98	94	-11	92	6	7	98	94
CCCCn1c(-c2ccccc2)cnc1SCC(=O)NCCc1ccc(OC)c(OC)c1	-2	96	98	108	98	-1	95	6	x	96	95

Continuation:
SMILES	Bim-Mcl-1	Cdc42 wt GTP	Rab7 wt modul	RGS8-Gao reg	HRas wt GTP bind	Mcl1-Bid inh	Rac1 act GTP bind	Mcl1-Noxa inh	Pf gametocyte	Rab2A wt mod	Rac1 wt GTP bind
CCc1nc(N(CC)CC)c2oc3ccccc3c2n1	-2	102	96	103	101	35	96	x	x	99	102
COC(CN(C(=O)CCl)C(C(=O)NC1CCCCC1)c1ccc(C)cc1)OC (stereo not given)	-1	105	99	87	100	3	99	9	-17	99	106
CC1=NN(C(=O)COc2ccccc2)C(O)(c2ccccc2)C1 (stereo not given)	-5	102	101	104	104	-15	100	16	x	102	106
COC(=O)C(C)Sc1nc2c(cnn2-c2ccc(C)cc2)c(=O)[nH]1 (stereo not given)	23	97	95	99	95	15	95	-1	-4	93	93
COc1ccc(CCNC(=O)c2cc(-c3ccc4c(c3)OCO4)on2)cc1OC	-5	99	98	94	100	-9	98	-12	x	100	101
COc1ccc(CCN(C(=O)C(F)(F)F)C(C(=O)NC2CCCCC2)c2ccc(C)s2)cc1OC (stereo not given)	-8	99	96	102	98	15	95	9	x	95	98
Cn1c(SCc2ccc(Cl)cc2Cl)nc(C(F)(F)F)cc1=O	-3	104	103	100	102	-4	98	2	x	102	107
CCC(C(=O)Nc1cccc(C(=O)O)c1C)c1ccccc1 (stereo not given)	0	93	96	95	94	-31	93	11	-20	96	94
CCOC(=O)C1CCN(Cc2ccc(O)c3ncccc23)CC1	x	108	107	96	106	-155	99	-71	x	104	104
CCCc1nc2c(C)cc(C)cc2c(N)c1CC	2	98	98	98	99	37	92	22	x	96	97
C=C(C)C1CC=C(C)/C(=N/Nc2ccccc2[N+](=O)[O-])C1 (stereo not given)	-4	101	98	100	102	-7	101	-2	-14	102	103
Cc1c(-n2c(SCC(=O)NC(C)C)nc3ccccc3c2=O)c(=O)n(-c2ccccc2)n1C	0	96	102	102	97	-20	96	-5	-22	97	97
Cc1cc(-c2n[nH]c(=S)n2-c2ccc(C)c(C)c2)no1	-11	91	95	99	94	-79	91	15	-32	88	93
O=C(O)c1cccc(CSc2nc(-c3ccc(Cl)cc3)cc(C(F)(F)F)n2)c1	-7	102	103	106	101	11	100	17	4	100	100
Cc1ccccc1CN1CCNC1=O	-2	100	104	103	101	-12	97	2	14	101	103
O=C(O)c1ccccc1C(=O)Nc1ccccn1	2	103	103	102	103	-16	98	9	-25	102	108
O=C(NCc1cccnc1)c1cc2nc(-c3ccc4c(c3)OCO4)cc(C(F)(F)F)n2n1	3	92	103	103	94	83*	92	47	-12	93	89
CN1C(=O)CC(N2CCN(CC(=O)N3CCCC3)CC2)C1=O (stereo not given)	-2	103	102	100	104	-11	99	-8	x	102	102
N#CC1=C(N)C2=CCCC[C@H]2[C@H](c2cccc(F)c2)C1(C#N)C#N	-7	96	103	102	99	-56	97	24	-11	97	101
CCOC(=O)C1CCN(S(=O)(=O)c2ccc3c4c(cccc24)C(=O)N3)CC1	-2	94	99	97	93	-13	97	22	x	97	94
COc1ccccc1NC(=S)N1CCC(C(=O)c2ccc(F)cc2)CC1	0	93	95	101	95	-40	95	-11	-34	95	98
C[C@H](NC(=O)c1nc[nH]c1C(=O)NC1CCN(C(=O)OC(C)(C)C)CC1)C(=O)OC(C)(C)C	4	94	103	109	96	-8	97	2	15	98	95

Compound activity from PubChem.
